# Mac1 fbg enh = CD11b/CD18-fibrinogen binding enhancement | P05107+P11215 | K562 CD11b/CD18 adhesion to fibrinogen, ATPlite luminescence | activation, % at 10 µM | 93,000 tested, 0.07% active | AID 1499;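 active = 10 µM primary screen giving 50% or more activity, confirmed by 40% or more on retest at that dose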; also: strong numbers were not always called active
# Target sequence (P05107 whole entry, looked up, other chains not shown): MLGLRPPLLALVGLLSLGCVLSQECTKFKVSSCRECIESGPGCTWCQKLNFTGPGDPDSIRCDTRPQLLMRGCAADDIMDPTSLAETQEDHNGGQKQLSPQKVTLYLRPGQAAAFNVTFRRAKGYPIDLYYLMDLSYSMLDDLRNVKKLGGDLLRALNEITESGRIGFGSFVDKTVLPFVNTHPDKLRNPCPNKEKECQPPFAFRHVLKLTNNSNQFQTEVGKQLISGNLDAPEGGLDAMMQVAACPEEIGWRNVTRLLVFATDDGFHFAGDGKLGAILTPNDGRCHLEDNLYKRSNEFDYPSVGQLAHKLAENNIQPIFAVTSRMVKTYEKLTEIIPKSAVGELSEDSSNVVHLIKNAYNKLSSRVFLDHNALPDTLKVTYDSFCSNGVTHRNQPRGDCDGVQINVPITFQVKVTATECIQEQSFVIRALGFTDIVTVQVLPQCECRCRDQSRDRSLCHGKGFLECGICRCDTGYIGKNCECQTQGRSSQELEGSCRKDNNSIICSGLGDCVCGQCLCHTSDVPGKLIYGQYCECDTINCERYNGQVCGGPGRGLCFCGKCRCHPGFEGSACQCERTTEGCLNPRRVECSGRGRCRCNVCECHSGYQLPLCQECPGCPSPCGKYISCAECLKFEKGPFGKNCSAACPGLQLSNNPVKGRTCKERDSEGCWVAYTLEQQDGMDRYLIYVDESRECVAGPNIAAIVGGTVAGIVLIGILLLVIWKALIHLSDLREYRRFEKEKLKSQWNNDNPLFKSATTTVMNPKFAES
# CYP2C19 activ = cytochrome P450 2C19 (human) activation; P33261; recombinant CYP2C19, luciferin-H EGE luminescence; active compounds read high; 0 = fully inhibited enzyme, 1 = untreated enzyme; activation factor at 5 µM; 96,000 tested, under 10 active;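 active = activation factor of at least 2 at 5 µM in the primary screen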;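 also: 0 = wells with 2.5 mM tranylcypromine and 1 = vehicle-only wells; values of inactives mirror those of a sister screen read the other way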
# HUVEC inhibit = human endothelial cell proliferation inhibition. HUVEC proliferation, CellTiter-Glo luminescence, 72 h; active compounds read low. viability, % at 10 µM (by protocol). 86,000 tested, 1.1% active. AID 648;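 active = viability at or below 30%; inactive = viability above 30%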;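 also: 100% = median luminescence of DMSO-only cell control wells on each plate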
# ERa coact inh = blocks coactivator binding to human estrogen receptor alpha. P03372. TR-FRET ER-alpha LBD / SRC-1 peptide, estradiol-bound. inhibition, % at 25.6 µM. 86,000 tested, 1.7% active. AID 629; in the data active = inhibition above about 50%;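 also: 0% = receptor plus peptide control and 100% = peptide only without receptor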
# Mac1 fbg inh = CD11b/CD18-fibrinogen binding inhibition | inhibition, % at 10 µM | 93,000 tested, 0.54% active | K562 CD11b/CD18 adhesion to fibrinogen, ATPlite luminescence; Mn2+ added to activate the integrin | AID 1497 | P05107+P11215;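 active = primary inhibition of 50% or more at 10 µM, then 40% or more on retest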; also: some results filed as inactive read as strong as hits
# Fibroblast inh = blocks proliferation of human lung fibroblasts; LL 47 human lung fibroblast viability, ATP luminescence; active compounds read low; viability, % at 10 µM; 85,000 tested, 1.1% active;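 active = viability at or below 50% in the single dose screen; inactive = viability above 50%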;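 also: compound exposure lasted 72 h before the ATP readout; 100% = median luminescence of untreated cell-only wells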
#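 Times – overnight cell rest, 72 h compound treatment at 37 °C · Test system – human lung fibroblast line LL 47, low passage · Amount – 1,150 cells in each well · Controls – cell-only wells, no compound · Doses – 0.1% DMSO in all compound wells · Measured by – CellTiter-Glo luminescence · Buffer or medium – IMEM plus 15% FBS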
# ERa coact pot = enhances coactivator binding to human estrogen receptor alpha; TR-FRET ERalpha-LBD/SRC-Cy5 coactivator binding, 2 h; 100 = basal binding, no effect; coactivator binding (% of control), % at 25.6 µM; 86,000 tested, 1.3% active; AID 639; in the data active = activity above about 200%;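 also: binding measured in presence of low estradiol as agonist stimulus; 0% = peptide alone without receptor and 100% = receptor with peptide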
# H69AR growth 86K = blocks growth of human H69AR lung tumor cells; viability, % at 10 µM; H69AR lung tumor viability, ATP luminescence, 72 h; active compounds read low; 85,000 tested, 6% active; AID 598;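 active = viability at or below 40%; inactive = viability above 40%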;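 also: multidrug resistant small cell line overexpressing MRP-1 efflux transporter; 100% = mean luminescence of untreated control wells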
# CYP2C19 inh = human CYP2C19 inhibition; 96,000 tested, 21% active; P33261; CYP2C19 Supersomes, luciferin-H EGE luminescence, 30 min; inhibition, % at 5 µM;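 active = CYP2C19 inhibition above a set limit at 5 µM in the primary screen, cut at about 50% in these data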;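 also: plate controls were negative control wells for no effect and 2.5 mM tranylcypromine positive control for full effect; values of inactives mirror those of a sister screen read the other way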
# Starred values were filed as active, the others as inactive; nt = no result given; [ ] = dose if it differs, or a comment.
SMILES,Mac1 fbg enh,CYP2C19 activ,HUVEC inhibit,ERa coact inh,Mac1 fbg inh,Fibroblast inh,ERa coact pot,H69AR growth 86K,CYP2C19 inh
CCOC(=O)Cc1csc(NC(=O)CSc2nnc(C(C)C)n2CC)n1,nt,nt,92,4,nt,97,110,110,nt
CCCn1c(SCC(=O)Nc2ccccc2Oc2ccccc2)n[nH]c1=O,8,0.2,103,-7,-53,102,105,52,81*
Cc1cc(C)nc(NC(=O)Cc2cccs2)n1,1,0.9,87,-4,-6,104,98,93,10
COc1ccc([N+](=O)[O-])cc1N(CC(O)CN(CC(C)C)CC(C)C)S(=O)(=O)c1ccccc1 (stereo not drawn),-3,0.6,nt,nt,7,nt,nt,nt,36
C=CCNc1oc(-c2ccc(OC)cc2)nc1C#N,-1,0.5,112,-14,-19,103,108,96,49
COc1ccc(Cn2c(-c3ccco3)nc3oc4cc(OC)ccc4c(=O)c3c2=O)cc1,4,1,73,50[fluorescence artefact?],-7,98,571*[fluorescence artefact?],20*,4
CCOC(=O)N1CCN(Cc2c(F)cccc2Cl)CC1,nt,0.8,91,-8,nt,99,83,98,17
N#CC1(Nc2ccccc2)C(=O)Nc2ccccc21 (stereo not drawn),-2,0.8,92,2,-20,104,100,86,23
Cc1ccc(C)c(NS(=O)(=O)c2ccc(OCC(=O)N3CCCC3)cc2)c1,-3,0.6,93,10[fluorescence artefact?],1,112,126,102,36
Cc1ccc(C(C(=O)NC2CCCC2)N(C(=O)CCC(=O)Nc2cc(C)on2)c2ccccc2)cc1 (stereo not drawn),nt,nt,101,-5,nt,97,117[fluorescence artefact?],95,nt
CC1=CS/C(=C(/C#N)C(=O)N2CCOCC2)N1c1ccccc1,-2,1,101,-6[fluorescence artefact?],-4,100,105,104,0
C=C(C)C1CC=C(C)/C(=N/NC(=O)COc2ccc(C)cc2)C1 (stereo not drawn),nt,nt,83,-7,nt,98,104,85,nt
CCOC(=O)Nc1ccc(C)cc1Br,34,1,104,5,0,107,112,109,-4
COc1ccccc1C(O)(C(=O)NN(C(=O)c1ccccc1)c1ccccc1C)c1cccs1 (stereo not drawn),-4,1.2,nt,nt,-8,nt,nt,nt,-20
O=C(CCc1nc(-c2cccs2)no1)NCc1ccc(F)cc1Cl,2,0.1,91,-4,-4,93,100,91,87*
Cc1ccc(S(=O)(=O)Cn2nnnc2C(c2ccccc2)N2CCN(c3ncccn3)CC2)cc1 (stereo not drawn),-4,0,90,-6[fluorescence artefact?],-6,86,108,46,98*
CCOC(=O)c1ccc(NC(=S)N2CCN(S(C)(=O)=O)CC2)cc1,2,0.8,100,-3,3,105,98,98,18
CC1=C(C(=O)OC(C)C)C(c2ccccn2)n2ncnc2N1 (stereo not drawn),7,1,121,-6,-5,93,123,97,4
CS(=O)(=O)N1CCN(C(=O)C2c3ccccc3Oc3ccccc32)CC1,0,0,85,-6,-31,100,128[fluorescence artefact?],96,97*
O=C(CCN1CCc2ccccc2C1)Nc1ccc2c(c1)OCO2,11,0.6,86,-26,-49,96,104[fluorescence artefact?],53,45
Cn1ncc(Cl)c(Oc2ccccc2)c1=O,4,0.6,nt,nt,1,nt,nt,nt,35
C/C(=N\NC(=O)c1ccccc1C)c1ccc(NC(=O)c2cccs2)cc1,-2,0.9,nt,nt,-7,nt,nt,nt,10
COc1ccc(S(=O)(=O)N(C)CC(=O)N2CCC(C(N)=O)CC2)cc1Cl,0,1.1,nt,nt,-11,nt,nt,nt,-5
Cc1ccc(S(=O)(=O)N2CCC(C(=O)N[C@H](C(=O)NC3CCS(=O)(=O)C3)C(C)C)CC2)cc1 (stereo partly drawn),1,1.1,nt,nt,-4,nt,nt,nt,-15
Cc1sc2nc3n(c(=O)c2c1C)CCCS3,0,0.9,99,-3,-9,100,108,80,8

# Remaining list, next part:
SMILES,Mac1 fbg enh,CYP2C19 activ,HUVEC inhibit,ERa coact inh,Mac1 fbg inh,Fibroblast inh,ERa coact pot,H69AR growth 86K,CYP2C19 inh
Cc1cccc(C)c1NC1=NC(=S)N(c2ccc(N(C)C)cc2)C1(C)C,-1,1,nt,nt,-10,nt,nt,nt,-1
O=C1c2cccnc2C(=O)N1C1CCCCC1,nt,0.9,89,25[fluorescence artefact?],nt,97,112[fluorescence artefact?],94,11
Cc1ccc(-c2nc3ncccn3c2Nc2ccc3c(c2)OCCO3)o1,-2,0.6,100,-2,3,100,96,83,43
CC1CN(Cc2nc3c(c(=O)n(C)c(=O)n3C)n2CCN2CCOCC2)CC(C)O1 (stereo not drawn),1,1.1,90,-1[fluorescence artefact?],-9,104,111,94,-13
O=C(CC(c1ccco1)C1CCCCC1=O)c1ccccc1 (stereo not drawn),0,0.4,98,7[fluorescence artefact?],-11,99,97,94,62*
CCOC(=O)c1cc(-c2ccccc2)sc1NC(=S)Nc1cccc(C)n1,5,1,nt,nt,2,nt,nt,nt,4
Cc1ccc(N2C(=O)CSC2c2ccc3c(c2)OCO3)cc1 (stereo not drawn),0,0,86,5[fluorescence artefact?],-13,101,112,97,100*
O=C(CNC(=O)c1ccco1)OCC(=O)c1cccc2ccccc12,0,0.9,96,-6,-6,118,102,102,5
CCOC(=O)Cc1csc(SCC(=O)Nc2cccc(C#N)c2)n1,-1,0.3,101,-3,-11,99,122,91,66*
COC(=O)c1cc(-c2ccccc2)sc1N,-5,0.8,73,5,-8,104,72,93,17
CC(C)Oc1ccc(-c2cc(=O)[nH]c(=O)[nH]2)cc1,-3,1.2,nt,nt,-8,nt,nt,nt,-16
Cc1ccc(Oc2ncccc2/C=N/OCc2ccc(Cl)cc2Cl)cc1,-5,1,nt,nt,-8,nt,nt,nt,-3
Cc1ccc(C(c2nnnn2CCc2ccccc2)N2CCSCC2)cc1 (stereo not drawn),3,0.7,102,-7,nt,86,118,nt,25
O=c1ccnc(Sc2ncccc2[N+](=O)[O-])[nH]1,nt,nt,101,-7,nt,97,90,97,nt
C=CCn1c(COC)nnc1SCC(=O)c1ccc(F)cc1,-2,0.6,99,-22,-2,103,109,99,36
CCOc1ccc(NC(=O)c2cccnc2C(=O)O)cc1,1,1,99,-11,-24,100,116[fluorescence artefact?],96,-3
COCCN(C(=O)C1CC1)c1nnc(-c2cccc(C)c2)s1,0,0.3,111,-2,12,99,114,92,72*
COc1ccccc1OCC(=O)NCc1cccs1,-4,0.4,87,-4,0,97,109,86,59*
CC(=O)n1nc2nc(C)cc(C)c2c1N,3,1.1,96,-16,-10,103,107,95,-5
CC(C)C(NC(=O)C1CCCCC1)C(=O)NC1=NCCS1 (stereo not drawn),1,0.8,93,0,0,99,107,100,20
COc1cccc(C2C(C(=O)c3ccco3)=C(O)C(=O)N2CCCN2CCOCC2)c1OC (stereo not drawn),nt,nt,97,-6,nt,91,119,94,nt
CC1CCN(S(=O)(=O)c2ccc(C(=O)OCc3ccc4c(c3)OCO4)cc2)CC1,-5,0.9,79,-6,0,92,95,81,6
O=C(NCCC1=CCCCC1)C1CCCN(S(=O)(=O)c2ccc(F)cc2)C1 (stereo not drawn),2,0.9,106,-10,1,93,103,92,12
CCN1CCN(c2ncnc3c2sc2nc(N4CCOCC4)c4c(c23)CCC4)CC1,-6,0.3,92,-4,1,89,110,nt,73*
CC(C)NC(=O)c1ccc(CS(=O)(=O)c2ccc(Br)cc2)o1,-3,0.9,96,-3,-20,100,108[fluorescence artefact?],98,13

# Next part, overlapping the part above by 4 compounds.
SMILES,Mac1 fbg enh,CYP2C19 activ,HUVEC inhibit,ERa coact inh,Mac1 fbg inh,Fibroblast inh,ERa coact pot,H69AR growth 86K,CYP2C19 inh
CC1CCN(S(=O)(=O)c2ccc(C(=O)OCc3ccc4c(c3)OCO4)cc2)CC1,-5,0.9,79,-6,0,92,95,81,6
O=C(NCCC1=CCCCC1)C1CCCN(S(=O)(=O)c2ccc(F)cc2)C1 (stereo not drawn),2,0.9,106,-10,1,93,103,92,12
CCN1CCN(c2ncnc3c2sc2nc(N4CCOCC4)c4c(c23)CCC4)CC1,-6,0.3,92,-4,1,89,110,nt,73*
CC(C)NC(=O)c1ccc(CS(=O)(=O)c2ccc(Br)cc2)o1,-3,0.9,96,-3,-20,100,108[fluorescence artefact?],98,13
O=C1CC(c2cccc(Cl)c2)c2cc3c(cc2N1)CCC3 (stereo not drawn),-4,0.8,nt,nt,5,nt,nt,nt,23
Cc1ccc(/C=N/n2c(C)cc(C)c(C#N)c2=O)cc1,nt,nt,103,-7,nt,103,107,98,nt
COc1cc(C2=NOC(C(=O)NCc3ccc(F)cc3)C2)cc(OC)c1OC (stereo not drawn),-3,0.3,nt,nt,20,nt,nt,nt,69*
Cc1nc(N2CCC3(CC2)OCCO3)c2nnn(Cc3ccccc3F)c2n1,0,0.3,113,2[fluorescence artefact?],-29,96,115,35*,69*
CC(C)CCC(C)N=Cc1c(O)n(Cc2ccccc2)c(=O)c2ccccc12 (stereo not drawn),-5,1,110,2[fluorescence artefact?],3,94,108,95,-4
CSc1ccc(-c2nc(CSCC(=O)NCCCN3CCOCC3)c(C)o2)cc1,-1,0.4,98,2,-25,98,113,94,56*
Cc1cc(N2C(=O)C3CC=CC(C)C3C2=O)no1 (stereo not drawn),nt,nt,108,13[fluorescence artefact?],nt,111,69,97,nt
COC(=O)NC(=S)Nc1ccc(Oc2ccc(Cl)cc2Cl)c(Cl)c1,nt,nt,57,0,nt,103,104,24*,nt
COc1cccc(/C=N/n2c(N)nc3ccccc32)c1OC,1,0.7,75,0,-5,89,87[fluorescence artefact?],74,31
Cc1cc(=O)n2nc(N3CCC(C(=O)NC(C)c4ccccc4)CC3)sc2n1 (stereo not drawn),-3,1,98,-9,-6,102,93,85,-4
CC1CCCC(NC2CCCCNC2=O)C1 (stereo not drawn),-1,1.1,104,-3,-3,nt,115,74,-7
O=C(CN1C(=O)COc2ccccc21)N(Cc1cccnc1)Cc1ccccc1F,3,0.6,98,-2,-1,94,114,82,40
CN(C)Cc1cc(CCNC(=O)c2ccc(Cl)cc2)ccc1O,-4,1.1,92,-4,8,89,89,94,-7
Cc1cc(SCCOc2ccccc2)nc(N)n1,nt,0.7,103,2,nt,106,115,89,30
CCC(C)[C@@H](C(=O)NCC1CCC(C(=O)O)CC1)n1nnc2ccccc2c1=O (stereo partly drawn),-4,0.6,96,-7,-2,105,93[fluorescence artefact?],102,35
O=C1c2ccccc2C(=O)N1CCCn1c(=O)oc2ccccc21,-7,0.6,87,-46,nt,81,112,91,39
O=S(=O)(c1ccc(-n2cnnn2)cc1)N(C1CCCCC1)C1CCCCC1,-9,1,92,6,-10,96,110,98,-3
CN(C)c1ccc(C(=O)OCC(=O)NC2CCCCC2)cc1,-4,0.1,105,-4,1,97,120,91,88*
COc1ccccc1-c1cc(C(=O)N2CCc3ccccc3C2)c2ccccc2n1,0,0.5,nt,nt,9,nt,nt,nt,48
CCOCc1cn(CC(=O)c2ccc([N+](=O)[O-])cc2)c(C)nc1=N,3,1.2,100,10[fluorescence artefact?],11,103,103,91,-17
O=C(c1ccccc1)N1CCN(c2ncnc3sc4c(c23)CCC4)CC1,-10,0.1,78,7,51*,101,94,63,92*
CC1(N2CCOCC2)CC2(O)C(=[N+]1[O-])CCc1c2no[n+]1[O-] (stereo not drawn),-1,1,103,11,-6,77,96,47,0
COc1ccc2nc(NS(=O)(=O)c3ccc(NC(C)=O)cc3)sc2c1,1,1.1,93,-2,-9,99,125,96,-12
CCCC(=O)NC(c1ccc(OC)c(OC)c1)c1c(O)ccc2ccccc12 (stereo not drawn),-2,0.3,nt,nt,10,nt,nt,nt,74*
Cc1ccc(C(=O)O/N=C2\CCS(=O)(=O)c3sccc32)cc1,1,0.8,nt,nt,-5,nt,nt,nt,22

# Source: PubChem BioAssay
